# Source: PubChem BioAssay (Broad Institute)
# E-selectin induc: induces E-selectin expression in human endothelial cells; HUVEC E-selectin immunofluorescence imaging; normalized: neutral wells 0, TNF-alpha wells 100; activation, % at 7.58 µM; 0.37% of 260,000 active;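 active means mean E-selectin-positive cell signal at least 10% of the positive control, reached in at least 60% of replicates, without over 20% cell loss; inconclusive means no rule given, readout overlaps actives, possibly toxicity-flagged; inactive means the rest, including those meeting only one limit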;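 further: in these data hits start at about 27%; measured in HUVEC primary endothelial cells; signal is the percent of cells scored E-selectin positive by PE staining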
# Target sequence (P16581 whole entry, looked up): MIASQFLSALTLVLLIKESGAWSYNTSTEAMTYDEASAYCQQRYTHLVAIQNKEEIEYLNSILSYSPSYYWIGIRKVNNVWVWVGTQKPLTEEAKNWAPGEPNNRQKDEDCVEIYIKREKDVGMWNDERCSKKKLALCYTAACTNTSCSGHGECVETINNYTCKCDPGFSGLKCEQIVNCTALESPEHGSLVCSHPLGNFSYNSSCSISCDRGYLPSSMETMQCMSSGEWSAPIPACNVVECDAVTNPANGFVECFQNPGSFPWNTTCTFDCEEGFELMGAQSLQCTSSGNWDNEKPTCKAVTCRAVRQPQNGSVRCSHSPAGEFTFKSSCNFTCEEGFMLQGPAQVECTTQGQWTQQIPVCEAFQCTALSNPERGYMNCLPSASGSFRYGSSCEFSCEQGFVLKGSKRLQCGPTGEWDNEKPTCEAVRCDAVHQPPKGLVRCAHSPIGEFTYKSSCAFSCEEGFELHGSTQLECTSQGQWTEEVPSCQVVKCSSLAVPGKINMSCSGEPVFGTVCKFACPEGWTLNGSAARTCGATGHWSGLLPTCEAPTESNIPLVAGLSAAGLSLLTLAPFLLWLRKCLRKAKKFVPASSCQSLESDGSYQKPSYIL
#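 System: HUVEC, human umbilical vein endothelial cells; quantity: 3,000 cells/well; buffer or medium: EGM-2 medium, gelatin-coated wells; dosing: single-point compound dose; detection: immunofluorescence imaging; evaluation: % PE-positive cells; benchmarks: TNF-alpha, DMSO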
# EWS-Fli block: blocks EWS/Fli oncoprotein-driven transcription. A673 NR0B1-luciferase reporter, viability-normalised. AID 651661. inhibition, % at 12.6 µM. 0.67% of 350,000 active;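 active means mean inhibition of at least 50% after viability correction, with every replicate also passing that limit; inconclusive means mean reaches 50% but only one of two replicates passes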;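 further: firefly luciferase signal divided by Alamar Blue viability fluorescence both relative to DMSO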
# FN deposit inh: fibronectin deposition inhibition | AH1F fibroblasts, Alexa488-fibronectin deposition fluorescence, overnight | inhibition, % at 12.6 µM | 0.086% of 350,000 active | AID 743247;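 active means mean inhibition across replicates of 30% or more, regardless of how many single replicates reach that level; inconclusive means mean under 30% yet at least half of replicates reach 30%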;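 further: positive control wells lacked labelled fibronectin entirely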
#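 Material – AH1F fibroblast monolayer, labelled fibronectin deposition · Reagent – labelled fibronectin 24 nM · Timing – 1 h adhesion, overnight exposure · Measured by – fluorescence at 485 nm excitation, 525 nm emission · Read-out – inhibition of fibronectin deposition signal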
# S100A4 MyoIIA: S100A4-myosin IIA interaction inhibition; P26447; S100A4/TAMRA-MyoIIA peptide fluorescence polarization; inhibition, % at 10.7 µM; 0.14% of 360,000 active; AID 652163;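 active means mean inhibition of at least 70% across replicates, with every replicate also reaching that level; inconclusive means mean inhibition reaches 70% but some replicates fall short; inactive means mean inhibition below 70%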
# Target sequence (P26447 whole entry, looked up): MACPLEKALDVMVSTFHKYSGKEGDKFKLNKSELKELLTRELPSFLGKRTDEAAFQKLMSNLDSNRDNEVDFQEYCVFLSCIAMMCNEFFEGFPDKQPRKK
#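 Test system: S100A4 monomer protein. Medium: HEPES buffer with Ca2+, pH 7.2. Reagent: fluorescent myosin IIA peptide, 5 nM. Compound dosing: single-point compound testing. Timing: 5 min between mix addition and reading. Benchmarks: DMSO neutral and TFP positive wells.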
# XiGFP reactiv: X-chromosome reactivation activator; 0.055% of 360,000 active; activation, % at 7.58 µM; XiGFP mouse fibroblasts, % GFP-positive cells imaging, 3 d; cells co-treated with 5-aza-dC sensitizer; scaled so ellipticine positive control = 100%;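 active means mean normalized replicate activation at least 10% and every replicate at or above 10%; inconclusive means only one of the two criteria met; inactive means mean below 10% and not all replicates reach 10%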;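 further: 0% = median of on-plate neutral control wells and 100% = ellipticine 6 µM median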
#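 Assay system: SV40-immortalized XiGFP fibroblast cells, line 68-5-11; buffer or medium: DMEM plus 5-aza-dC sensitizer; compound: one concentration, pinned; timing: compounds 3 days, fix/stain 15 min at room temperature; benchmarks: positive control ellipticine, 6 µM final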
# RAD54 branch: RAD54 (human) branch migration inhibition | RAD54 Holliday junction branch migration, FAM/BHQ fluorescence | 0.14% of 360,000 active | Q92698 | inhibition, % at 10.4 µM | AID 602329;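 active means mean normalized replicate activity at least 40 and at least half of replicates scoring 40 or more; inconclusive means only one of the two criteria met; inactive means mean below 40 and under half of replicates reaching 40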;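 further: 0% = median of neutral control wells and 100% = median of positive control wells; inhibitors cause a drop in the FAM fluorescence signal; in these data hits start at about 50%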
# esBAF inh: SWI/SNF esBAF complex inhibition; AID 602393; reporter increase, % at 12.5 µM; 2% of 350,000 active; mouse ES cells, Bmi1-luciferase knock-in reporter, 24 h; 100% = twice the neutral-well signal; in the data active means activation above about 40%; inconclusive means no clear call, values can overlap the other calls;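 further: 0% = median of the plate's neutral control wells and 100% = double that signal; a rise in the Bmi1 reporter signal indicates esBAF inhibition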
# RAD52 anneal inh: inhibitors of human RAD52 DNA annealing | P43351 | recombinant RAD52 DNA annealing, FRET fluorescence | inhibition, % at 18.7 µM | 0.46% of 360,000 active | AID 651710;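 active means every replicate showing at least 50% inhibition; inconclusive means mean inhibition at least 50% but not in every replicate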
# An asterisk follows results filed as active; i = inactive; u = inconclusive; x = no result given; & = joins results of further samples. This is a random part of the collection; about 3% have a hit in one of these screens.
mol,E-selectin induc,EWS-Fli block,FN deposit inh,S100A4 MyoIIA,XiGFP reactiv,RAD54 branch,esBAF inh,RAD52 anneal inh
C[C@@H]1CN([C@H](C)CO)C(=O)Cc2cc(NC(=O)Nc3ccc(C(F)(F)F)cc3)ccc2O[C@@H]1CN(C)S(=O)(=O)c1ccc(Cl)cc1,1.2,-7,x,-4,-0.7,x,-3,9
C[C@@H]1CCCCO[C@@H](CN(C)Cc2ccc(Cl)c(Cl)c2)[C@@H](C)CN([C@@H](C)CO)C(=O)c2cc(NC(=O)Nc3ccccc3)ccc2O1,x,6,-2,-43,0.4,-4,-2,-33
CCc1cc(=O)oc2cc(C)cc(OCC(=O)NCc3cccnc3)c12,x,4,-8,1,0.1,-9,-4,-6
CC(C)NC(=O)Nc1cccc2c1O[C@H](CN(C)C(=O)NC(C)C)[C@@H](C)CN([C@@H](C)CO)C2=O,0.0,-2,x,5,0.3,1,-2,-3
CCOC(=O)C1=C(O)/C(=C\c2cccc(OC)c2)N=C1C,x,-6,x,-1,x,5,-5,-41
CCn1c(SCC(=O)NC2CCCCC2)nnc1-c1ccccc1F,-0.2,8,2,-3,-0.1,14,1,0
CC(C)[C@@H](C)NC(=O)N(C)C[C@@H]1OCc2ccccc2-c2c(n(C)c3ccccc23)C(=O)N([C@@H](C)CO)C[C@H]1C,5.3,1,-11,10,-0.1,3,5,9
CCOC(=O)Cn1c(C)cc(=O)c2ccccc21,x,x,-2,21,x,4,-3,x
O=C(COc1ccccc1[N+](=O)[O-])Nc1ccc(Br)cc1,0.0,-16,-4,-1,-0.2,-14,x,-14
O=C(O)c1cn(-c2ccccc2)nc1-c1ccc(Cl)cc1,x,x,0,1,x,7,-11,-17
C=CCCN([C@@H](C)C(=O)OC)S(=O)(=O)c1ccccc1Br,1.0,-6,1,-1,-0.1,-5,-2,5
CC(C)CC(c1nnnn1Cc1ccc(F)cc1)N1CCC(C(N)=O)CC1 (stereo not given),x,-4,-1,-5,0.0,x,-6,-11
CCN(Cc1cc(=O)n2ccsc2n1)Cc1nc2ccccc2c(=O)[nH]1,-5.2,-1,-1,0,0.1,8,0,-35
C[C@@H]1CCCCO[C@@H](CN(C)S(=O)(=O)c2cn(C)cn2)[C@H](C)CN([C@H](C)CO)C(=O)c2cc(NS(=O)(=O)c3cn(C)cn3)ccc2O1,0.7,-8,2,2,0.2,-6,3,13
O=C(Cc1ccccc1)Nc1ccc(NC(=O)c2cccnc2)cc1,x,-2,7,2,0.0,-3,-5,1
O=C(Nc1ccc(C(F)(F)F)cc1)c1ccc2ncsc2c1,0.0,-121,-5,-1,0.2,-4,58*,-6
C[C@H]1CN([C@@H](C)CO)C(=O)c2cccc(NC(=O)C3CCCCC3)c2O[C@H]1CN(C)Cc1ccc(C(=O)Nc2ccccc2N)cc1,0.3,-3,-13,9,-0.2,0,-2,-4
Cc1cccc(N(CC(=O)NC(C)(C)C)C(=O)CNC(=O)c2cccs2)c1C,0.1,0,0,0,0.6,x,-1,1
Cc1ccc(NS(=O)(=O)c2ccc3c(c2)NC(=O)CO3)cc1C,2.3,x,-2,-1,0.0,-3,1,-1
COc1ccc(/C=C/C(=O)O)cc1S(=O)(=O)N1CCC(C)CC1,3.4,1,7,-6,-0.1,x,x,-20
CN(C)C(=O)c1cccc(-c2ccc([C@H]3[C@@H](CO)N4CCCCN(Cc5cccnc5)C[C@H]34)cc2)c1,-0.3,-2,x,2,0.0,9,x,-1
Cc1c(N(C)S(=O)(=O)c2ccc(Cl)c(C(=O)N3CCC(C(N)=O)CC3)c2)c(=O)n(-c2ccccc2)n1C,3.8,5,-5,-2,-0.6,0,4,-5
C[C@H]1CCCCO[C@@H](CN(C)C(=O)c2ccncc2)[C@@H](C)CN([C@@H](C)CO)C(=O)c2cc(NC(=O)c3ccccc3)ccc2O1,0.3,x,x,-3,0.4,-4,-2,-8
CC(C)NC(=O)Nc1ccc2c(c1)CC(=O)N([C@@H](C)CO)C[C@H](C)[C@H](CN(C)S(C)(=O)=O)O2,x,1,x,19,-0.4,13,-6,3
S=c1[nH]nc(-c2cccs2)n1/N=C/c1cccs1,6.7,-1,-4,-22,0.1,1,x,-22
CC(=O)N1CC[C@@H]2[C@@H](CO)Nc3ccc(-c4cccc(F)c4)cc3[C@@H]21,-0.4,-7,-1,2,0.2,-3,-1,-3
CNC(=O)COC(=O)/C=C/c1ccc(F)cc1,0.2,-12,6,-3,0.1,7,-2,0
Cc1noc(C)c1S(=O)(=O)Nc1ccc2c(c1)C(=O)N([C@@H](C)CO)C[C@@H](C)[C@H](CN(C)Cc1ccc3c(c1)OCO3)OCCCC[C@@H](C)O2,-0.2,9,x,-72,0.0,-2,-1,5
C=CCN(c1cccc(C(F)(F)F)c1)S(=O)(=O)c1cccc(C(=O)OCC(=O)Nc2ccccc2)c1,-1.6,3,-4,-8,0.0,x,x,-18
CCOC(=O)Nc1c2ccccc2nc2ccccc12,0.3,-24,-1,2,0.7,57*,2,16
CC(C)CCNC(=O)c1ccc(-n2cnc3cccnc32)cc1,x,-18,x,-7,0.5,-8,13,-11
O=C(CCc1nnc2n(Cc3ccc(Cl)cc3)c(=O)c3ccccc3n12)NCCN1CCCC1,x,-11,7,0,0.0,-5,-5,-12
O=C(/C=C/c1ccccc1Cl)OCC(=O)c1ccc[nH]1,-0.5,5,26,-4,0.0,-4,-6,-1
COc1cccc(-c2cc(CNC(=O)[C@H]3O[C@@H](n4ccc(N)nc4=O)[C@H](O)[C@@H]3O)no2)c1,1.2,-2,8,-3,0.0,5,-4,-4
CC(=O)c1ccc(NC(=O)C(C)Sc2ccccn2)cc1 (stereo not given),x,-29,x,-1,0.0,-8,38,-4
O=C(Nc1ccc(Cl)cc1)C1CCN(C(=O)c2cccs2)CC1,x,7,4,0,-0.1,-2,0,-10
C[C@H](CO)N1C[C@H](C)[C@H](CN(C)C(=O)OCc2ccccc2)OCc2cnnn2CCCC1=O,0.0&0.1,-4&-4&-3,1&-11,-4&-16&6,0.2&-0.3,-3&4&-17,1&0&1,-14&-14&0
Cc1ccc(F)cc1CNC(=O)c1cc(COc2ccc3ncccc3c2)on1,-1.0,1,-9,-7,0.1,x,x,-67
COc1ccc(NC(=O)NC(=O)c2ccccc2)cc1,x,-100,10,1,0.3,-6,37,4
COc1ccc(CCC(=O)Nc2ncc(C)s2)cc1OC,-0.2,4,7,-5,-0.1,-7,-2,1
O=C(COC(=O)c1ccccn1)NCc1ccc(Cl)cc1Cl,x,-4,-11,-18,0.2,-6,-5,0
O=C(c1cc2ncc(Br)cn2n1)N1CCCCC1,x,-6,5,-2,0.0,6,x,-6
O=C(C1CC1)N1[C@H](CO)[C@H]2c3ccccc3N(S(=O)(=O)c3ccccc3)C[C@H]21,0.2,-5,-5,2,0.0,-5,-7,5
O=C(N/N=C/c1ccoc1)c1ccc([N+](=O)[O-])cc1,x,-6,-6,-1,0.5,-2,x,-8
Nc1ccc2cc3ccccc3cc2c1,x,-48,x,9,x,0,49*,1
COc1ccc(C(=O)C(C)OC(=O)CN2C(=O)c3ccccc3C2=O)cc1 (stereo not given),0.2,-4,-5,3,0.0,-7,-5,-8
CC(C)C[C@H]1CNC(=S)N1CC1CCN(CCCCc2ccccc2)CC1,-0.4,7,-1,-24,0.2,-6,-4,-10
CO[C@@H]1CN(C)C(=O)c2ccc(NS(C)(=O)=O)cc2OC[C@@H](C)N(C(=O)c2ccc3c(c2)OCO3)C[C@@H]1C,3.9,2,-6,x,0.5,7,-9,x
O=C(OC1Cn2c(=O)ccc(=O)n2C1)c1ccccc1,x,x,3,x,0.3,-4,6,x
COc1ccc(S(=O)(=O)Nc2cccc3c2O[C@H](CN(C)S(=O)(=O)c2c(C)noc2C)[C@@H](C)CN([C@H](C)CO)C3=O)cc1,x,-1,x,-2,-0.6,27,-6,20
COc1ccc(/C=C/C(=O)OCc2nc3ccccc3c(=O)[nH]2)c(OC)c1,x,0,0,-2,0.1,14,-3,-1
CCN(CC)C(=O)CN1CCN(c2ncccn2)CC1,x,3,x,-6,x,5,-8,-2
O=c1cc(-c2ccccc2)oc2ccc(Br)cc12,0.0,-6,-3,5,-0.2,4,15,-14
CCOC(=O)C1=NN(C(=O)c2ccco2)C2(CC2)C1,-0.8,-1,8,7,0.0,x,x,-8
COc1ccc2nc3n(c(=O)c2c1)-c1cc(Cl)ccc1C(=O)NC3Cc1ccccc1 (stereo not given),0.0,-3,10,-2,0.5,x,x,-5
CCOC(=O)c1oc2cc(O)cc(O)c2c(=O)c1OCc1ccccc1,x,-3,x,-6,x,-1,12,4
COc1ccc(NC(=O)/C(C#N)=C\c2ccc(N3CCOCC3)o2)cc1,4.6,-109,-3,1,0.1,x,x,i
CCN(C[C@@H]1N[C@@H](CO)[C@@H]1c1ccc(-c2cccc(C#N)c2)cc1)C(=O)COC,0.1,-4,-9,-6,0.0,-1,-1,-37
Cc1ccccc1-c1ccc2c(c1)O[C@@H](CN(C)Cc1ccc(C(=O)O)cc1)[C@H](C)CN([C@@H](C)CO)S2(=O)=O,-0.1,-4,-3,3,0.3,-21,-4,5
COc1ccccc1NC(=O)c1cc(S(=O)(=O)NCc2ccccc2)ccc1F,x,-7,-1,0,-0.1,x,x,11

# Next structures follow:
mol,E-selectin induc,EWS-Fli block,FN deposit inh,S100A4 MyoIIA,XiGFP reactiv,RAD54 branch,esBAF inh,RAD52 anneal inh
C[C@@H]1CN([C@H](C)CO)C(=O)c2c(c3ccccc3n2C)-c2ccccc2CO[C@H]1CN(C)C(=O)Nc1ccccc1,x,4,-1&12,1,-0.1&0.1,-9,-1,-8
Cc1nn(-c2ccc(F)cc2)c2nc(N)c(C#N)c(-c3ccc(O)c(O)c3)c12,x,57*,8,-6,0.4,-6,-9,-28
CC(=O)Nc1sc(N/N=C\c2ccccc2Cl)nc1-c1cccs1,-0.4,-5,0,-1,0.0,-3,x,-20
C[C@H](CO)N1C[C@H](C)[C@@H](CN(C)S(=O)(=O)c2ccccc2)Oc2ccc(NC(=O)CCCN(C)C)cc2CC1=O,u,-7,-8,0,-0.8,-9,1,-8
Cc1cc(C(=O)Nc2nnc(C(F)(F)F)s2)no1,x,-17,x,6,x,x,15,4
CC=Cc1ccc2n(c1=O)C[C@H]1[C@H](CO)[C@@H](C(=O)NCC3CC3)N(C(=O)CC3CC3)[C@@H]21 (mixture of isomers),-0.1,-1,x,5,0.4,6,2,-4
